# Source: PubChem (Sanford-Burnham Center for Chemical Genomics)
# NTR1 ag: agonists of NTR1, primary screen, imaging, U2OS cells, beta-arrestin-GFP, high content (AID 493036). Neurotensin receptor type 1 (Homo sapiens), P30989. 330,000 tested, 0.17% active. activation, % at 20 µM. NTR1-U2OS beta-arrestin-GFP spot imaging, agonist mode;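 active = activation at or above 40% of the spot to cytoplasm intensity ratio, with at least 20 cells analyzed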;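 note: 0% = DMSO without peptide and 100% = 100 nM NTR1 peptide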
# Target sequence (P30989 whole entry, looked up): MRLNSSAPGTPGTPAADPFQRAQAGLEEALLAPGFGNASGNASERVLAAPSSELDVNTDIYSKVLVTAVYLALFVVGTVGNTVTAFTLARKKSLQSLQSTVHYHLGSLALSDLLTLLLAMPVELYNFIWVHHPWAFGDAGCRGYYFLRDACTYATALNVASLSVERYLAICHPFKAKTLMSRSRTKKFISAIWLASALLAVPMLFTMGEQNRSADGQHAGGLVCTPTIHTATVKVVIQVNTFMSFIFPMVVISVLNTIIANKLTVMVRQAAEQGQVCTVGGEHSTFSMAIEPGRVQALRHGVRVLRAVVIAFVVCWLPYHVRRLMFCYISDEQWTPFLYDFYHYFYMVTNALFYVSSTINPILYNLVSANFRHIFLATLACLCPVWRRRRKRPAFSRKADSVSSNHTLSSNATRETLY
# NTR1 ag cell count 20 µM: also measured in NTR1 ag; calls as there; cell count; measured here: cell count, cytotoxicity flag
# Starred values were filed as active, the others as inactive. These rows are one share of the data. The share of hits here may be higher or lower than overall.
# Values run as follows: NTR1 ag cell count 20 µM	NTR1 ag
- C[C@H](CO)N1C[C@H](C)[C@H](CN(C)Cc2ccc(-c3ccccc3)cc2)Oc2ccc(NS(=O)(=O)c3ccccc3)cc2CC1=O
 : 69	12.6
- CC(OC(=O)c1ccc2c(c1)OCCO2)C(=O)NC1CCCCC1C (stereo unspecified)
 : 51	0.1
- COc1ccc(C(CNC(=O)CNC(=O)c2ccccc2Cl)N2CCCC2)cc1 (stereo unspecified)
 : 48	0.8
- COc1ccccc1CCNC(=O)c1ccc(NC(=O)CC2SC(N3CCCC3)=NC2=O)cc1 (stereo unspecified)
 : 59	0.2
- O=C(c1ccco1)N1CCN(C(=O)c2cc(=O)[nH]c3ccccc23)CC1
 : 52	1.0
- CNC[C@H]1Oc2ccc(NC(=O)Nc3ccc4c(c3)OCO4)cc2C(=O)N([C@H](C)CO)C[C@@H]1C
 : 58	-2.4
- COc1ccccc1C(CNC(=O)c1ccc(C)c(S(=O)(=O)N2CCCCC2)c1)N(C)C (stereo unspecified)
 : 58	6.5
- COc1cccc(-c2sc3ccc(OC)cc3c2C#CCC(C)O)c1 (stereo unspecified)
 : 70	15.5
- CCOC(=O)c1cc(CC)sc1NC(=O)CN1C(=O)C(=O)N(CC(C)C)C1=O
 : 43	2.8
- Cc1ccc(N(CCC#N)C(=O)COC(=O)C2CCN(S(=O)(=O)c3ccc4c(c3)OCCO4)CC2)cc1
 : 51	3.1
- C[C@H](CO)N1C[C@H](C)[C@@H](CN(C)S(=O)(=O)c2cccs2)Oc2ccc(NC(=O)Cn3cnnn3)cc2C1=O
 : 58	-1.3
- CC(C)CN1C(=O)C(=O)N(CC(=O)N(C)CC(=O)Nc2ccc(Cl)c(C(F)(F)F)c2)C1=O
 : 38	0.3
- COc1ccc(S(=O)(=O)N2CCCCCC2)cc1C(=O)N(C)Cc1ccc(F)cc1
 : 35	1.1
- COc1ccc(CC(=O)Nc2ccc(F)c(Cl)c2)cc1S(=O)(=O)N1CCOCC1
 : 44	-1.4
- Cc1cccc(NC(=O)C2CCN(S(=O)(=O)c3ccc4c(c3)OCCCO4)CC2)n1
 : 59	-0.5
- O=C(COC(=O)Cc1ccc(Cl)cc1)NCc1cccs1
 : 60	-1.4
- COc1cccc(NC(=O)CN(C)C(=O)CCCc2nc3ccccc3s2)c1
 : 54	-0.2
- Cc1cc(SCC(=O)N(C)C2CCCCC2)nc2ccccc12
 : 52	4.8
- Cc1ccc(S(=O)(=O)N2CCCCC2)cc1NC(=O)CSc1nc(N)cc(=O)[nH]1
 : 50	1.3
- CCCOc1ccc(Oc2ccc(S(=O)(=O)N3CCN(C)CC3)cn2)cc1
 : 65	1.9
- CCN(CC)C(=O)[C@H]1C[C@H](CC(=O)NCc2ccc(OC)c(OC)c2)C(=O)N2CCc3c([nH]c4cc(CCC(=O)N(C)C)ccc34)[C@]12C
 : 68	2.9
- CCCN(CC(=O)Nc1ccccc1C)C(=O)Cc1cccs1
 : 62	-1.0
- CC[C@]12c3[nH]c4cc(-c5ccco5)ccc4c3CCN1C(=O)[C@@H](CC(=O)NCc1ccc(OC)c(OC)c1)C[C@@H]2C(=O)N1CCN(C(=O)c2ccco2)CC1
 : 59	-1.6
- Cc1ccc(C(=O)OCC(=O)c2c[nH]c3ccccc23)cc1S(=O)(=O)N1CCOCC1
 : 74	0.1
- O=c1[nH]c(/C=C/c2cccc(Br)c2)nc2ccccc12
 : 49	-1.0
- CCN(C[C@H]1N[C@@](CC)(C(=O)OC)[C@H]2C(=O)N(Cc3ccccc3)C(=O)[C@@H]12)S(=O)(=O)c1ccc(C)cc1
 : 61	0.1
- CCOc1ccc(S(=O)(=O)N2CCCCC2)cc1NC(=O)CN1CCCC1c1cccs1 (stereo unspecified)
 : 58	3.6
- Cc1c(NS(=O)(=O)c2cccc(C(=O)Nc3cccc(F)c3)c2)c(=O)n(-c2ccccc2)n1C
 : 38	4.3
- NS(=O)(=O)c1cccc(NC(=O)COC(=O)CSCc2ccccc2)c1
 : 45	-0.8
- COc1ccccc1C(=O)NC(=O)COC(=O)c1ccc([N+](=O)[O-])cc1Cl
 : 49	2.6
- CCN1CCN(S(=O)(=O)c2ccc(Cl)c(C(=O)Nc3ccccc3N3CCCCC3)c2)CC1
 : 51	-0.2
- Cc1ccc(CC(=O)NNC(=O)c2ccncc2)cc1C
 : 72	1.8
- CCN(CC(=O)Nc1c(F)cccc1F)C(=O)CNC(=O)C1CCCCC1
 : 40	-1.1
- CC1(C)CC(=O)C=C(NC2CCCC(O)C2)C1 (stereo unspecified)
 : 104	0.1
- O=C(CNS(=O)(=O)c1c(F)cccc1F)NC1CCCc2ccccc21 (stereo unspecified)
 : 16	4.1
- COc1ccc(C2=CN3CCCCC3CC2=O)cc1OC (stereo unspecified)
 : 78	-0.8
- O=C(c1c(O)cc(O)cc1O)C1c2c(cc(O)c3c2O[C@H](c2ccc(O)cc2)[C@@H](O)C3)OC1c1ccc(O)cc1 (stereo partly specified)
 : 71	0.2
- CCN(C(=O)COC(=O)c1ccc2c(c1)OCO2)c1ccccc1
 : 66	1.4
- Cc1ccccc1S(=O)(=O)N1[C@@H](c2ccc(F)cc2)C(C(=O)O)=CC[C@H]1c1ccc(Cl)cc1
 : 79	15.9
- COc1ccc(S(=O)(=O)N2CCN(C)CC2c2ccccc2)cc1 (stereo unspecified)
 : 59	-1.1
- O=C(COC(=O)c1ccc(Br)c(S(=O)(=O)N2CCOCC2)c1)NC1CC1
 : 53	-0.4
- O=S(=O)(NCCC1=CCCCC1)c1ccccc1Cl
 : 62	-1.8
- O=C(COC(=O)Cc1c(F)cccc1Cl)NCc1ccc2c(c1)OCO2
 : 65	3.0
- O=C(CSc1nccn(-c2ccc(F)c(F)c2)c1=O)NC1CCCC1
 : 61	0.9
- CCCSc1ccc([C@@H]2[C@@H]3C(=O)N(CC)C(=O)[C@@H]3[C@]3(C(=O)OC)CCCCN23)cc1
 : 64	4.5
- CCCCOc1ccc(C(=O)NCC(=O)N2CC(C)OC(C)C2)cc1 (stereo unspecified)
 : 66	0.4
- Cc1ccccc1N1CC(C(=O)N2CCc3ccccc32)CC1=O (stereo unspecified)
 : 55	1.3
- COc1cc(/C=C/C(=O)OCC(=O)N2c3ccccc3NC(=O)C2(C)C)cc(OC)c1OC
 : 52	-1.1
- COc1ccc2nc(C)cc(N3CCN(S(=O)(=O)c4ccccc4F)CC3)c2c1
 : 88	2.7
- CC(OC(=O)[C@H](C)NC(=O)c1ccccc1Cl)C(=O)NCc1ccc2c(c1)OCO2 (stereo partly specified)
 : 65	-1.2
- c1ccc(C[C@H]2CN=C(Nc3ccccc3)N2CC2CCC2)cc1
 : 89	-1.1
- O=C(Nc1nccs1)C1CC=CCC1C(=O)OCC(F)(F)C(F)F (stereo unspecified)
 : 55	2.3
- COCCN(CC(=O)Nc1cccc(C)c1C)C(=O)Cn1c(=O)cnc2ccccc21
 : 96	0.0
- COC(=O)c1[nH]nc(-c2ccccc2)c1-c1ccccc1
 : 42	-0.7
- O=C(COC(=O)COc1ccccc1)NCc1ccc2c(c1)OCO2
 : 60	1.7
- O=C(COC(=O)c1ccccc1F)NC(=O)NC1CCCC1
 : 84	0.6
- C[C@H](CO)N1C[C@H](C)[C@@H](CN(C)S(C)(=O)=O)Oc2ccc(NC(=O)C3CC3)cc2C1=O
 : 57	-1.4
- Cc1cc2c(cc1C)N(Cc1ccc(Cl)cc1)C1=NCCCN12
 : 45	6.2
- O=C(O)c1ccc(OS(=O)(=O)c2ccc(Cl)s2)cc1
 : 63	0.6
- Cc1cccnc1NC(=O)CNC(=O)C12CC3CC(CC(Cl)(C3)C1)C2
 : 57	-1.9

# (list continues)
# Values run as follows: NTR1 ag cell count 20 µM	NTR1 ag
- CC(C)c1ccc(S(=O)(=O)N2CCN(C(=O)CCNC(=O)Nc3ccccc3)CC2)cc1
 : 71	-0.9
- O=C(C[C@H]1C[C@H](C(=O)N2CCCCC2)[C@@]2(CCc3ccccc3)c3[nH]c4ccc(Cl)cc4c3CCN2C1=O)NCc1cccc(C(F)(F)F)c1
 : 76	0.1
- COC(=O)c1ccc2c(c1)c(C#Cc1ccccc1)c(-c1ccccc1)n2C
 : 57	8.0
- COc1ccccc1CN(C)C(=O)CN1CCN(S(=O)(=O)c2ccc3c(c2)OCCCO3)CC1
 : 56	2.4
- CC(=O)Nc1ccc(S(=O)(=O)NCC2CCCO2)cc1 (stereo unspecified)
 : 46	1.1
- CC(NC(=O)COC(=O)c1ccc(Br)o1)c1ccccc1 (stereo unspecified)
 : 59	0.0
- COc1ccc(C[C@H](N)C(=O)N[C@H]2[C@@H](O)[C@H](n3cnc4c(N(C)C)ncnc43)O[C@@H]2CO)cc1
 : 55	3.1
- Cc1c(C(=O)NNC(=O)c2ccncc2)oc2ccccc12
 : 44	-0.1
- Cc1ccc(C2=N/C(=C\c3ccc(F)cc3)C(=O)N2)cc1
 : 54	5.5
- Fc1ccc2cc(-c3ccccc3F)ncc2c1
 : 54	0.6
- O=C(CCCc1ccccc1)NCCS(=O)(=O)N1CCN(c2ccc(F)cc2)CC1
 : 38	0.4
- CCOC(=O)c1cccc(NC(=O)c2ccc(-n3cnnn3)cc2)c1
 : 68	0.8
- COc1ccc(CN(C)C(=O)c2cc(S(=O)(=O)N3CCOCC3)ccc2N2CCCC2)cc1
 : 63	1.0
- CC(C)CN(C(=O)CSc1nc2ccccc2o1)c1c(N)n(Cc2ccccc2)c(=O)[nH]c1=O
 : 72	1.4
- CC1Cc2ccccc2N1C(=O)Cn1cc([N+](=O)[O-])ccc1=O (stereo unspecified)
 : 58	0.6
- Cc1ccc(C(=O)CN2C(=O)NC3(CCc4ccccc43)C2=O)c(C)c1 (stereo unspecified)
 : 70	0.7
- O=C(COC(=O)/C=C/c1ccc([N+](=O)[O-])cc1)Nc1ccc2[nH]c(=O)[nH]c2c1
 : 56	-0.6
- CCN(CC(=O)Nc1c(F)cccc1F)C(=O)c1cccc(S(=O)(=O)NCc2ccccc2)c1
 : 61	-0.8
- O=C(Nc1cccc(S(=O)(=O)N2CCCCC2)c1)C1CCN(C(=O)c2ccc(Cl)cc2)CC1
 : 44	4.0
- CCN(CC)CCNC(=O)c1ccc(NC(=O)C2CCN(S(=O)(=O)c3ccc4c(c3)OCCO4)CC2)cc1
 : 59	0.0
- CCCCNS(=O)(=O)CCNCCc1ccccc1
 : 46	0.5
- Cc1ccc(N2C(=O)N3[C@H](c4cccc(C)c4)[C@@H]4C(=O)N(Cc5ccccc5)C(=O)[C@@H]4[C@]3(C)C2=O)cc1
 : 74	2.7
- C=CC[C@@H](CC(=O)NCCO)C(=O)NC[C@H](OC(=O)[C@@H](CC=C)CC(=O)OC(C)(C)C)c1ccccc1
 : 74	-1.3
- CC[C@@]1(C(=O)OC)N[C@H](CN(C)C(=O)Nc2ccc(C)cc2)[C@@H]2C(=O)N(C)C(=O)[C@@H]21
 : 36	3.8
- CS(=O)(=O)c1ccc(-c2sc3cc4c(cc3c2C(=O)NN2CCOCC2)OCO4)cc1
 : 53	-2.5
- CC(OC(=O)CNC(=O)c1ccc(Cl)cc1)C(=O)NC1CCCCC1C (stereo unspecified)
 : 52	-1.3
- CC1O[C@@H]2O[C@](O[C@H](C)CC[C@@H](C)O)(c3ccccc3)O[C@@H]2C[C@H]1O (stereo partly specified)
 : 100	-3.6
- CN(CC(=O)NCc1ccco1)CC(=O)Nc1ccc(F)c(F)c1F
 : 58	1.0
- CCc1cccc(C)c1NC(=O)c1cc(-c2ccncc2)nc2ccccc12
 : 76	0.2
- O=C(CNc1ccccc1F)Nc1cccc(S(=O)(=O)N2CCCCC2)c1
 : 58	-0.8
- Cc1nnc(NC(=O)CCC(=O)N2CCN(S(=O)(=O)c3cc([N+](=O)[O-])ccc3C)CC2)s1
 : 47	-2.2
- O=c1oc(CCO)cc2ccc(C#Cc3ccsc3)cc12
 : 53	4.7
- O=C(c1ccc(Cl)c(S(=O)(=O)N2CCOCC2)c1)N1CCN(c2ccccn2)CC1
 : 92	3.0
- CCCn1c(N)c(N(CCOC)C(=O)c2cc3c(s2)CCC(CC)C3)c(=O)[nH]c1=O (stereo unspecified)
 : 66	-0.6
- COc1cccc(CNC(=O)COC(=O)c2cccc(S(=O)(=O)N3CCCC3)c2)c1
 : 67	-0.8
- O=C(NC1CCSc2ccccc21)c1cc([N+](=O)[O-])ccc1N1CCOCC1 (stereo unspecified)
 : 71	0.0
- Cc1ccc(NC(=O)CN(C)C(=O)COc2cccc3ccc(C)nc23)cc1
 : 40	-0.5
- CN(C)C(=O)CCc1ccc2c3c([nH]c2c1)[C@]1(CCc2ccccc2)[C@@H](C(=O)N2CCCCC2)C[C@H](CC(=O)NCCc2ccccn2)C(=O)N1CC3
 : 60	3.9
- O=C1COc2ccc(C(=O)COC(=O)c3ccccc3F)cc2N1
 : 74	0.5
- O=C(Cc1cccc(NC(=O)C2CCCN(C(=O)C3CCC3)C2)c1)Nc1cccc(C(=O)N2CCCC2)c1 (stereo unspecified)
 : 60	-0.5
- Nc1nc(COC(=O)CCC(=O)c2ccc(Cl)cc2)nc(Nc2ccccc2)n1
 : 54	8.4
- Cc1nc2ccc(NC(=O)c3cccc(S(=O)(=O)N4CCOCC4)c3)cc2s1
 : 52	-1.8
- Cc1ccc(Cc2nnc(SCC(=O)Nc3c(C)cccc3C)[nH]c2=O)cc1
 : 63	-0.1
- CN(C)S(=O)(=O)c1cccc(NC(=O)C2CCN(S(=O)(=O)c3cccs3)CC2)c1
 : 60	0.8

# 6 records picked at random from the list so far:
# Values run as follows: NTR1 ag cell count 20 µM	NTR1 ag
- COc1cc(/C=C/C(=O)OCC(=O)N2c3ccccc3NC(=O)C2(C)C)cc(OC)c1OC
 : 52	-1.1
- Cc1cccnc1NC(=O)CNC(=O)C12CC3CC(CC(Cl)(C3)C1)C2
 : 57	-1.9
- CC1O[C@@H]2O[C@](O[C@H](C)CC[C@@H](C)O)(c3ccccc3)O[C@@H]2C[C@H]1O (stereo partly specified)
 : 100	-3.6
- CC(OC(=O)c1ccc2c(c1)OCCO2)C(=O)NC1CCCCC1C (stereo unspecified)
 : 51	0.1
- COc1cccc(-c2sc3ccc(OC)cc3c2C#CCC(C)O)c1 (stereo unspecified)
 : 70	15.5
- O=C(COC(=O)Cc1c(F)cccc1Cl)NCc1ccc2c(c1)OCO2
 : 65	3.0
